Screens (PubChem)
Tau fibril ThT = inhibitors of human tau fibril formation, thioflavin T binding; P10636; recombinant tau K18 P301L (four-repeat tau fragment), heparin-induced fibrillization, ThT fluorescence; Potency, µM (titrated, usually from 57.4 µM), inactives show at the top dose activity, negative = inhibition, hits mostly inhibitors; 2.1% of 270,000 active; AID 1460; also: nearly all actives have a fitted effect of over 55% in size
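Tau K18 P301L fragment (15 uM unlabeled plus 0.24 uM Alexa 594-labeled) in 100 mM sodium acetate pH 7 with compound, fibrillization induced by 20 uM heparin for 6 hr at 37 C. Thioflavin T (30 uM) added, fluorescence read after 1 hr (ex 450, em 510 nm).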
TexasRed fluor = Texas Red fluorescence interference in TRb-SRC2 counter-screen | Potency, µM (doses to about 106 µM), for inactives: at the highest dose fluorescence change, negative = quenching | TRb/SRC2 Texas Red total fluorescence interference | 0.29% of 280,000 active; active = well fitted curve in either direction with a large enough effect; inconclusive = small, poorly fitted or top-dose-only effect
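Human TRb ligand-binding domain at 0.6 uM with 20 nM Texas Red SRC2 peptide in Tris buffer containing 1 uM T3 and 5% DMSO, incubated with compound 5 h at ambient temperature. Total fluorescence (555/632 nm) calculated as parallel + 2 × perpendicular.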
JMJD2E inh = JMJD2E (human) inhibition; B2RXH2; JMJD2E catalytic domain, FDH-coupled NADH fluorescence (FDH is formaldehyde dehydrogenase); Potency, µM (top dose mostly 57.1 µM), for the others: top-dose activity change, negative = inhibition, actives largely listed as inhibitors; 1.6% of 230,000 active; AID 2147; active = well fitted inhibition curve with a large enough effect, not every such curve was filed as active; inconclusive = small, poorly fitted or top-dose-only effect, or another doubt; inactive = no such curve, though single readings can be large or run the other way;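 also: 0% = wells with enzyme and -100% = buffer wells without enzyme; nearly all actives have a fitted effect of over 50% in size; many of its hits are not listed in these tables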
Target sequence (B2RXH2 1-337 limits assumed): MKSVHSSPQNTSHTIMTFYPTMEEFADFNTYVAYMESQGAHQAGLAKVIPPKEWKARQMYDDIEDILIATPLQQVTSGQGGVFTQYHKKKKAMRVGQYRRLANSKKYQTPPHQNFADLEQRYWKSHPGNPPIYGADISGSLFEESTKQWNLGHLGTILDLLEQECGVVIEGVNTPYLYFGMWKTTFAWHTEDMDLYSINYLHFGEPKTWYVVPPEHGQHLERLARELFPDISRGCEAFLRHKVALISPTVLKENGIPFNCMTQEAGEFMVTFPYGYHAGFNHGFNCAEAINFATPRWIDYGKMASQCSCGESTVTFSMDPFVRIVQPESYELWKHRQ
GoLoco inh red = inhibitors of human Gai1-RGS12 GoLoco interaction (red fluorophore) | P63096 | AID 880 | 0.44% of 230,000 active | Gai1:RGS12 GoLoco peptide FP, rhodamine, 10 min | Potency, µM (titrated, usually from 61.6 µM), for inactives: top-dose activity, negative = inhibition, actives largely listed as inhibitors; active = well fitted inhibition curve with a large enough effect, not every such curve was filed as active; inactive = no such curve, though single readings can be large or run the other way; also: nearly all actives have a fitted effect of over 30% in size; many of its hits are not listed in these tables
TRb-SRC2 inh = inhibitors of human thyroid hormone receptor beta-SRC2 interaction | P10828 | TRbeta-SRC2 peptide binding, fluorescence polarization; receptor liganded with 1 µM T3 | Potency, µM (highest dose often 106 µM), for inactives: at the highest dose activity change, negative = inhibition, usual class: inhibitors | 0.065% of 280,000 active | AID 1469;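 also: plate controls were bound peptide for no effect and peptide without receptor for full effect; nearly all actives have a fitted effect of over 50% in size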
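Quantitative HTS by FP: 0.6 uM TRb LBD, 20 nM labeled SRC2 20-mer, 1 uM T3, 5% DMSO; 5 hr ambient incubation; % activity per concentration and potencies from concentration series.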
Tau FP inhib = blocks human tau fibril formation measured by polarization | P10636 | K18 P301L tau heparin fibrillization, Alexa594 FP, 6 h | Potency, µM (titrated, usually from 57.7 µM), for the others: at the top dose activity, negative = inhibition, hits mostly inhibitors | 0.39% of 280,000 active; also: nearly all actives have a fitted effect of over 55% in size
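Read-out: fluorescence polarization of Alexa 594-labeled tau (0.24 uM), 555 nm excitation, 632 nm emission. Mixtures held 15 uM unlabeled K18 P301L, compound and 20 uM heparin, pH 7 acetate buffer, incubated 6 hr at 37 C.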
L3MBTL1 block = blocks human L3MBTL1 | AlphaScreen L3MBTL1–H3K9me1 peptide binding | Potency, µM (highest dose often 57.1 µM), for inactives: at the top dose activity, negative = inhibition, hits mostly inhibitors | 0.66% of 230,000 active | AID 485360; also: nearly all actives have a fitted effect of over 60% in size
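L3MBTL1 50 nM + b-AHA-H3(1-15)K9me1 75 nM, 30 min RT; compound added, 30 min RT; streptavidin donor/Ni-chelate acceptor beads 10 ug/mL each final, 30 min RT dark; AlphaScreen read.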
RECQ1 inh = inhibitors of human RECQ1 DNA helicase | RECQ1 DNA unwinding, red fluorescence kinetic read | Potency, µM (doses to about 57.3 µM), for the others: top-dose activity, negative = inhibition, actives largely listed as inhibitors | AID 2549 | 0.54% of 240,000 active | P46063;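 also: plate controls were vehicle for no effect and no enzyme for full effect; nearly all actives have a fitted effect of over 30% in size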
Target sequence (P46063 whole entry, looked up): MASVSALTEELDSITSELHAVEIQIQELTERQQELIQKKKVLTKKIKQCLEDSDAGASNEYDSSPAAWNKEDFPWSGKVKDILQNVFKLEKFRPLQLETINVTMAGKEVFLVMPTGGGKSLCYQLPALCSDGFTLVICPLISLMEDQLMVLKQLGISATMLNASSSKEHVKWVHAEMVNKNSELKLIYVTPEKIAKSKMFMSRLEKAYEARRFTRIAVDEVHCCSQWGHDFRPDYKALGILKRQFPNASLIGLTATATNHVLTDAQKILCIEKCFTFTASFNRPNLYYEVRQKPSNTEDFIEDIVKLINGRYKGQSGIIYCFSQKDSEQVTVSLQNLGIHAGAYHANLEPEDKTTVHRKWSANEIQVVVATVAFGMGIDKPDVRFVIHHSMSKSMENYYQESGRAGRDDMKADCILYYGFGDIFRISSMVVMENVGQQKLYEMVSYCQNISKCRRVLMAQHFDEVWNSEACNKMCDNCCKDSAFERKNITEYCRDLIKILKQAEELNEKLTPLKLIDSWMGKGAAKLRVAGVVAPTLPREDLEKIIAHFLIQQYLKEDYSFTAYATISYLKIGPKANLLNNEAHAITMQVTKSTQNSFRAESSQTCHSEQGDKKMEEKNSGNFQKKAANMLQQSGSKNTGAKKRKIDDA
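RECQ1T1 50 nM; forked duplex (20 bp + 30-nt ss tails) 200 nM, ATP 2 mM final; pH 8.0, 2 mM MgCl2, 2.5 ug/ml poly(dI-dC); 15 min compound preincubation; discontinuous kinetic read over 2 h at RT.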
* hit, by the source's call; i = inactive; ? = inconclusive; · = not tested or not shown; [ ] = dose if it differs, or a comment. Unless noted, calls follow the shape of the dose curve; as a rule, active = well fitted curve in the direction sought with a large enough effect; inconclusive = small, poorly fitted or top-dose-only effect, or another doubt; inactive = no such curve, though single readings can be large; an effect the other way counts as inactive or inconclusive. Unless noted, % is scaled to controls: 0 for no effect and ±100 for the full control effect; potency is read from the fitted curve at half-maximal effect. Some of the compounds tested; rates above refer to the full screens.

Results follow in this order: Tau fibril ThT	TexasRed fluor	JMJD2E inh	GoLoco inh red	TRb-SRC2 inh	Tau FP inhib	L3MBTL1 block	RECQ1 inh
(1) O=S(=O)(NC1CCCCC1)c1ccc(Cl)s1
 : -7%	2%	-25%	4%	-26%	11%	·	-11%
(2) CCCC(=O)Nc1nc2nc(-c3ccccc3)cc(=O)n2[nH]1
 : 5%	-9%	-24%	8%	-6%	-3%	·	i
(3) COC(=O)C1=C(C)NC(=O)NC1c1ccco1 (stereo unspecified)
 : 0%	-1%	-5%	-4%	-3%	-2%	-4%	i
(4) Cc1ccc(C2C(=O)N(C3CCCCCC3)CC(=O)N2C(C)C)cc1 (stereo unspecified)
 : -5%	-1%	·	·	1%	-2%	·	·
(5) Cc1ccc(C)c2nc(Cl)c(C3NC(=O)c4ccccc4N3)cc12 (stereo unspecified)
 : -7%	-1%	-17%	-3%	-4%	-12%	·	i
(6) CCN(CC)C(=O)/C(=C\c1cccc([N+](=O)[O-])c1)NC(=O)c1ccco1
 : 13%	-1%[53 µM]	4%	10%	2%[53 µM]	-4%	4%	-3%
(7) CCOc1[nH]n(-c2ccccc2)c(=O)c1C=NCc1ccncc1
 : -7%	-2%	-1%	4%	-9%	5%	0%	-6%
(8) c1ccc(Cn2nnc3c(N4CCCC4)ncnc32)cc1
 : -6%	-5%	10%	4%	2%	3%	-4%	-4%
(9) CN(C)c1ccc(P(=O)(CC(=O)N/N=C/c2ccc(C#N)cc2)OCCCl)cc1 (stereo unspecified)
 : -7%	7%	-6%	4%	-2%	1%	·	-4%
(10) Cc1ccc(NC(=O)C2CCN(S(=O)(=O)c3ccc4[nH]c5c(c4c3)CCCCC5)CC2)cc1
 : 7%	-1%	·	·	-1%	-5%	·	·
(11) CC1=NN(c2ccc([N+](=O)[O-])cc2)C(c2ccccc2)C1 (stereo unspecified)
 : ?	0%	-2%	43%[activator]	-8%	2%	·	-2%
(12) O=C(COc1ccc(F)cc1Br)N1CCc2ccccc21
 : ?	-3%	-2%	7%	-1%	6%	7%	-13%
(13) CN1C/C(=N\S(=O)(=O)c2ccccc2)N(C)C1=O
 : -4%	4%	1%	4%	1%	-5%	7%	-11%
(14) COc1cccc(NC(=O)/C(C#N)=C\c2cn(Cc3ccc(C)cc3)c3ccccc23)c1
 : 8%	0%	·	·	-3%	?	·	·
(15) COc1ccc2nc(N3C(=O)CC(Cc4cc(C)cc(C)c4)C3=O)sc2c1 (stereo unspecified)
 : ?	-1%	4%	12%	7%	?	-5%	i
(16) CCOc1ccc(-n2ccnc2SCC(=O)Nc2ccc3c(c2)OCO3)cc1
 : -13%	-1%	·	·	-4%	-2%	·	·
(17) C#CCOCCOCCOCCNc1nc(N2CCOCC2)nc(N2CCN(C(=O)[C@H](Cc3ccc(O)cc3)n3cc([C@@H](N)C(C)CC)nn3)CC2)n1 (stereo partly specified)
 : 5%	2%	2%	6%	-4%	7%	5%	-1%
(18) Cc1ccc2[nH]c(=O)c(CN(C(=O)c3cccs3)c3ccccc3)cc2c1
 : -3%	0%	-1%	-8%	3%	1%	6%	-1%
(19) Cn1cccc1Cc1nnc(SCC(N)=O)n1CCc1ccccc1
 : -4%	-2%	-14%	7%	-7%	9%	-12%	11%
(20) Cc1c(NC(=S)NC(=O)c2cc3ccccc3o2)c(=O)n(-c2ccccc2)n1C
 : 3%	-3%	-4%	-10%	0%	-1%	3%	-6%
(21) COc1ccc(Cl)cc1C(=O)N1CCN=C1SC
 : -7%	2%	11%	-3%	8%	3%	2%	i
(22) COC(=O)Cc1c(O)ccn(Cc2ccc(F)cc2)c1=O
 : 5%	-6%	2%	9%	0%	-3%	33%[activator]	-4%
(23) CC1CCC2(CC1)N=C(c1ccccc1)C(=O)N2CC(=O)Nc1ccc(F)c(Cl)c1 (stereo unspecified)
 : 5%	-1%	·	·	3%	?	·	·
(24) O=C(Cn1cc(S(=O)(=O)Cc2cccc(Cl)c2)c2ccccc21)Nc1ccccc1C(F)(F)F
 : 4%	11%	·	·	12%	-14%	·	·
(25) C/C(=C\c1ccccc1)CN1CCC(C(=O)N2CCC(C)CC2)CC1
 : -5%	0%	?	-2%	-1%	-1%	-1%	i
(26) CC(=O)c1ccc(-n2c(C)ccc2-c2ccccc2)cc1
 : ?	-2%	5%	7%	0%	-4%	·	-5%
(27) O=C(Cc1ccc(S(=O)(=O)N2CCOCC2)s1)Nc1ccc(N2CCOCC2)cc1
 : ?	-4%	-7%	17%	0%	3%	-4%	-15%
(28) CCOC(=O)c1nn(-c2cccc(Cl)c2)c2nc(Nc3ccccc3)cc(=O)n12
 : -12%	-3%	?	5%	13%	-13%	-4%	-2%
(29) CCC(=O)N1CCc2cc(S(=O)(=O)NC(Cc3ccccc3)C(=O)Nc3nccs3)ccc21 (stereo unspecified)
 : -8%	-1%	6%	38%[activator]	-1%	0%	6%	-3%
(30) CN1CCN(C(=O)/C=C\C(=O)O)CC1
 : -9%	-1%	5%	2%	-4%	5%	8%	4%

Among those listed so far, these have fluorine:
Results follow in this order: Tau fibril ThT	TexasRed fluor	JMJD2E inh	GoLoco inh red	TRb-SRC2 inh	Tau FP inhib	L3MBTL1 block	RECQ1 inh
(12) O=C(COc1ccc(F)cc1Br)N1CCc2ccccc21
 : ?	-3%	-2%	7%	-1%	6%	7%	-13%
(22) COC(=O)Cc1c(O)ccn(Cc2ccc(F)cc2)c1=O
 : 5%	-6%	2%	9%	0%	-3%	33%[activator]	-4%
(23) CC1CCC2(CC1)N=C(c1ccccc1)C(=O)N2CC(=O)Nc1ccc(F)c(Cl)c1 (stereo unspecified)
 : 5%	-1%	·	·	3%	?	·	·
(24) O=C(Cn1cc(S(=O)(=O)Cc2cccc(Cl)c2)c2ccccc21)Nc1ccccc1C(F)(F)F
 : 4%	11%	·	·	12%	-14%	·	·

Next part
Results follow in this order: Tau fibril ThT	TexasRed fluor	JMJD2E inh	GoLoco inh red	TRb-SRC2 inh	Tau FP inhib	L3MBTL1 block	RECQ1 inh
(31) O=C(Nc1ccccc1-c1ccccc1)C1CCCCC1
 : -4%	2%	10%	15%	7%	5%	2%	0%
(32) CCN(CC)S(=O)(=O)c1ccc(N2CCCC2)c(NC(=O)c2ccncc2)c1
 : -10%	2%	-17%	23%	-2%	0%	1%	-7%
(33) CNC(=O)NNC(=O)c1csc(-c2ccc(C(F)(F)F)cc2Cl)n1
 : ·	-6%	-4%	2%	-2%	-4%	·	i
(34) COc1cccc(CC(=O)NNC(=O)c2c(-c3ccccc3)noc2C)c1
 : 1%	-4%	-5%	8%	-4%	-7%	1%	-5%
(35) CC(C)Oc1ccc(C(=O)Nc2ccc(N(C)C)cc2)cc1
 : ?	-1%	?	·	-17%	4%	-11%	i
(36) Cc1cc(N2CCN(c3nnnn3-c3ccccc3)CC2)n2ncnc2n1
 : -10%	1%	3%	10%	6%	-2%	1%	-17%
(37) O=C(COc1cccc(Cl)c1)Nc1cc(S(=O)(=O)N2CCOCC2)ccc1N1CCOCC1
 : ·	-1%	5%	9%	-2%	6%	·	-6%
(38) CCOC(=O)CN(C(=O)Cn1nnc2ccccc21)C(C(=O)NCCOC)c1ccccc1C (stereo unspecified)
 : -3%	-2%	10%	-1%	-3%	0%	-6%	i
(39) COc1ccc(Cl)cc1NC(=O)Cn1ccn(-c2cc(C)cc(C)c2)c(=O)c1=O
 : -3%	-5%	·	·	-1%	-6%	·	·
(40) COc1ccc(S(=O)(=O)N2CCC(C(=O)Nc3ccc4c(c3)OCCO4)CC2)cc1OC
 : -4%	-4%	10%	-7%	-1%	7%	·	-7%
(41) CC(C)(C)c1ccc(C(=O)Nc2ccccc2C(=O)OCc2cc(=O)n3ccsc3n2)cc1
 : 11%	-1%	·	·	-1%	-3%	·	·
(42) COc1nnc(-c2ccc(N3CCOCC3)c(NC(=O)c3ccc(C)cc3)c2)c2ccccc12
 : 8%	-2%	8%	-1%	2%	5%	-7%	-2%
(43) COc1cc2c(c3oc(-c4ccccc4)cc(=O)c13)C=CC(C)(C)O2
 : -13%	-2%	-13%	7%	-8%	5%	?	-11%
(44) COc1cccc(CCNC(=O)c2cnc3sc(N4CCCCCC4)nn3c2=O)c1
 : -2%	0%	·	·	5%	-1%	·	·
(45) CCOC(=O)N1CCN(C(=O)C(=O)NNC(=O)COc2ccc(Cl)cc2)CC1
 : -11%	-6%	2%	7%	2%	-1%	6%	-2%
(46) COc1ccc(C(=O)Nc2ccccc2-c2nc3ccccc3s2)cc1OC
 : -8%	-77%[53 µM]	·	·	-19%[53 µM]	-9%	·	·
(47) COc1cc(-c2cc(C(=O)OCC(=O)Nc3ccc4c(c3)OCO4)c3ccccc3n2)cc(OC)c1OC
 : -14%	-2%	?	30%	3%	-2%	?	-4%
(48) Cc1sc2nc(CSCC(=O)NC(C)(C)C)[nH]c(=O)c2c1C
 : 0%	-2%	?	60%[activator]	-2%	-3%	-9%	-6%

Compound profiles, as listed above. Screens in order: Tau fibril ThT, TexasRed fluor, JMJD2E inh, GoLoco inh red, TRb-SRC2 inh, Tau FP inhib, L3MBTL1 block, RECQ1 inh
Entry for `COc1ccc(Cl)cc1NC(=O)Cn1ccn(-c2cc(C)cc(C)c2)c(=O)c1=O` → -3%, -5%, ·, ·, -1%, -6%, ·, ·
Entry for `COc1cccc(CCNC(=O)c2cnc3sc(N4CCCCCC4)nn3c2=O)c1` → -2%, 0%, ·, ·, 5%, -1%, ·, ·
Entry for `COc1ccc(S(=O)(=O)N2CCC(C(=O)Nc3ccc4c(c3)OCCO4)CC2)cc1OC` → -4%, -4%, 10%, -7%, -1%, 7%, ·, -7%
Entry for `CCOC(=O)N1CCN(C(=O)C(=O)NNC(=O)COc2ccc(Cl)cc2)CC1` → -11%, -6%, 2%, 7%, 2%, -1%, 6%, -2%
Entry for `COc1cccc(CC(=O)NNC(=O)c2c(-c3ccccc3)noc2C)c1` → 1%, -4%, -5%, 8%, -4%, -7%, 1%, -5%
